DT40 TDP1 no CPT – qHTS for Inhibitors of human tyrosyl-DNA phosphodiesterase 1 (TDP1): qHTS in cells in absence of CPT; 420,000 compounds, 15% hits; Potency, µM (titrated, usually from 46.2 µM), inactives show at the highest dose activity change, negative = growth inhibition, hits mostly inhibitors; DT40 Tdp1-/- hTDP1 cells, no CPT, ATP luminescence, 48 h; active means well fitted inhibition curve with a large enough effect; inconclusive means small, poorly fitted or top-dose-only effect; further: nearly all actives have a fitted effect of over 55% in size
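A cellular qHTS used chicken DT40 cells lacking endogenous Tdp1 but carrying stably transfected human TDP1. Compounds were applied without camptothecin, and cell growth kinetics were judged by ATP-dependent luminescence after ≥48 hr.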
Numbers without * were called inactive; ? = inconclusive. On the % scale 0 is the no-effect control and ±100 the full control effect; potency means the concentration at half of the fitted maximal effect. The list is partial. The share of hits here may be higher or lower than overall.

| Structure | DT40 TDP1 no CPT |
| --- | --- |
| CN(C)c1ccc(-c2ccnc3c2CC(C)(C(=O)NCc2ccc(F)c(F)c2)O3)cc1 (configuration not stated) | 9.2µM* |
| CC(=O)Oc1ccc(C23c4ccccc4C2(OC(C)=O)c2cc(OC(C)=O)ccc23)cc1 (configuration not stated) | ? |
| Clc1ccc(-c2nc3ccc(Br)cn3c2Cc2ccccc2)cc1 | 21µM* |
| COC(=O)[C@]12CCCCC=C1N(Cc1ccc(Cl)cc1Cl)C(=O)[C@H](CC(=O)NCCc1ccccc1OC)C2 | ? |
| Cc1ccc(S(=O)(=O)N2CCOCC2)cc1NC(=O)COC(=O)c1cccc(Cl)c1Cl | -16% |
| C=CCOc1ccccc1/C=c1\sc2nc(-c3oc4ccccc4c3C)nn2c1=O | 5% |
| O=C1NC(Cc2ccc(O)cc2)c2nc3cc(F)c(F)cc3c(=O)n2-c2ncccc21 (configuration not stated) | -18% |
| O=C(NCCN1CCOCC1)c1cccc(Br)c1 | -6% |
| Cc1ccc(N2CC(C(=O)NC3CCCCCC3)CC2=O)cc1 (configuration not stated) | 0% |
| O=C(OCc1ccccc1Cl)c1cc([N+](=O)[O-])ccc1N1CCOCC1 | -11% |
| O=C(NCCc1ccccc1)C1C(=O)Nc2ccccc2C(=O)N1C1CCCCC1 (configuration not stated) | -20% |
| CC1(C)N=C(N)NC(=NCCCOc2ccc([N+](=O)[O-])cc2)N1 | -7% |
| C[C@H](NC(=O)c1ncn2c1C(=O)NC[C@H]2C)C(=O)OC(C)(C)C | -8% |
| O=C(Nc1c2c(nn1-c1ccccc1)CS(=O)(=O)C2)c1ccc(Br)o1 | -16% |
| CCc1nc2c(OCC(=O)N(C)C)cccn2c1N(C=O)Cc1ccc(OC)cc1 | 2% |
| CC(C)C1(C2CCCC2)NC(=O)NC1=O (configuration not stated) | -9% |
| Cc1cc(-c2cc(F)cc3c2OC(CNC(=O)CCn2cncn2)C3)ccc1F (configuration not stated) | -2% |
| COc1ccc(CC(=O)Nc2ccc3c(c2)OC2(CCCC2)O3)c(OC)c1 | ? |
| CN(CCc1ccccc1)C(=O)c1ccc(NC(=O)Cc2cccc(NC(=O)C3CCN(C(=O)C4CCCCC4)CC3)c2)cc1 | 21µM* |
| Nc1ccn([C@@H]2O[C@H](CNCc3ccc(C#CCCO)cc3)[C@@H](O)[C@H]2O)c(=O)n1 | ? |
| Cc1nn(CC(=O)Nc2cccc(O)c2)c(=O)c2ccccc12 | 2% |
| COc1cc2c(c(OC)c1OC)-c1ccc(SC)c(=O)cc1C(NC=O)CC2 (configuration not stated) | 0.16µM* |
| CCCCC[C@H](C)N1C[C@@H](COCc2ccccc2)Oc2cc(N3CCC[C@H]3C(N)=O)ccc2S1(=O)=O | ? |
| CNc1cncc(-c2ccccc2CO)n1 | -19% |
| COc1cc(C=C2Cc3ccccc3C2=O)cc(OC)c1OC | 8.2µM* |

Three structures from above, ordered by heavy-atom count, ascending.
| Structure | DT40 TDP1 no CPT |
| --- | --- |
| C[C@H](NC(=O)c1ncn2c1C(=O)NC[C@H]2C)C(=O)OC(C)(C)C | -8% |
| O=C(Nc1c2c(nn1-c1ccccc1)CS(=O)(=O)C2)c1ccc(Br)o1 | -16% |
| C=CCOc1ccccc1/C=c1\sc2nc(-c3oc4ccccc4c3C)nn2c1=O | 5% |

2 entries drawn at random from the list so far:
| Structure | DT40 TDP1 no CPT |
| --- | --- |
| CCc1nc2c(OCC(=O)N(C)C)cccn2c1N(C=O)Cc1ccc(OC)cc1 | 2% |
| CC(=O)Oc1ccc(C23c4ccccc4C2(OC(C)=O)c2cc(OC(C)=O)ccc23)cc1 (configuration not stated) | ? |

The list continues:
| Structure | DT40 TDP1 no CPT |
| --- | --- |
| CCOC(=O)[C@]12CCC=C1N(Cc1ccco1)C(=O)[C@H](CC(=O)N1CCCCC1)C2 | -9% |
| COC(=O)C1=C(C)N(CCCC(=O)O)C(=O)NC1c1cccc(Cl)c1Cl (configuration not stated) | 1% |
| COc1ccc(OCCNC(=O)c2ccc3nc(C)c(N(C)Cc4ccc(NC(C)=O)cc4)n3c2)cc1 | 16µM* |
| CC(C)(C)c1ccc(C(=O)OCC(=O)Nc2cccc(S(=O)(=O)NC3=NCCC3)c2)cc1 | ? |
| CC1=CC2=NC(=O)C(c3ccccc3)C(=O)N2C=C1 (configuration not stated) | -9% |
| CCc1nc2ccc(C(=O)NCCCn3ccnc3)cn2c1N(C)Cc1ccc(Cl)cc1 | 3% |
| Cc1ccc(C2/C(=C(\O)c3c(C)nc4c(C)cccn34)C(=O)C(=O)N2CCN(C)C)o1 (configuration not stated) | 11% |
| O=[N+]([O-])c1ccc(COc2ccccc2CN2CCOCC2)cc1 | ? |
| O=C1CSC(=S)N1Nc1ccccc1 | -14% |
| COCC(=O)Nc1cc(C(=O)N2CCc3c(Cl)cccc3C2)c2c(c1)nc(-c1ccncc1)n2C | 3% |
| CC(C)N(c1ccc(C=O)cc1)C(C)C | -2% |
| CC1(Oc2ccc(CC#N)cc2)CCN(Cc2ccc(-n3ccnc3)cc2)C1 (configuration not stated) | 13µM* |
| CCOC(=O)[C@]12CCC=C1N(CCC1=CCCCC1)C(=O)[C@H](CC(=O)NCc1ccccc1)C2 | ? |
| O=C1N2CCCCC1(c1ccccc1)CCCC2 | ? |
| Cc1ccsc1C(=O)OCC(=O)Nc1cccc(S(=O)(=O)N2CCCCC2)c1 | ? |
| COc1ccc(-c2c(C#N)c(SCC(=O)Nc3cccc(Cl)c3)nc(C)c2C(=O)Nc2ccccc2)cc1OC | 1% |
| CCCCN1C(N)=NC[C@@H]1CC1CCCCC1 | 16µM* |
| CCC(C)Sc1nnc(NC(=O)c2ccco2)s1 (configuration not stated) | -18% |
| CC(NC(=O)c1cc(COc2ccc(-n3cncn3)cc2)on1)c1ccc(F)cc1 (configuration not stated) | ? |
| C#CCSc1nnc(-c2cccc3ccccc23)o1 | -9% |
| COc1ccc(Br)cc1C(=O)Nc1cccc(-c2nnc(-c3ccco3)o2)c1 | ? |
| Cc1ccc(Nc2n[nH]c(=S)s2)c(C)c1 | ? |
| CCc1nc2cc(NC(=O)C3(C)CCCN(C(C)C)C3)ccc2o1 (configuration not stated) | 2% |
| CC(C)NC(=O)N1Cc2cc(C(=O)NC3CCCC3)nc(-c3cccc(-c4cccnc4)c3)c2[C@H]1CCO | ? |
| C[C@@H]1CN([C@@H](C)CO)C(=O)CCCn2nncc2CO[C@@H]1CN(C)C(=O)c1cc(-c2ccccc2)on1 | 12% |

At a glance, some entries already given:
| Structure | DT40 TDP1 no CPT |
| --- | --- |
| CC(C)NC(=O)N1Cc2cc(C(=O)NC3CCCC3)nc(-c3cccc(-c4cccnc4)c3)c2[C@H]1CCO | ? |
| C[C@@H]1CN([C@@H](C)CO)C(=O)CCCn2nncc2CO[C@@H]1CN(C)C(=O)c1cc(-c2ccccc2)on1 | 12% |

(cont.)
Compound: COc1cc(CC(=O)N2CCN(S(=O)(=O)c3ccc(C(C)C)cc3)CC2)cc(OC)c1OC
  DT40 TDP1 no CPT: 21µM*
Compound: CC(C)c1ccc(NS(=O)(=O)c2ccc3[nH]cc(C(=O)N4CCCC4)c(=O)c3c2)cc1
  DT40 TDP1 no CPT: 3%
Compound: Cc1cccc(NC(=O)COc2cccc3c2CCNC3=O)c1
  DT40 TDP1 no CPT: 3%
Compound: Nc1ccc(Nc2ccncc2)cc1
  DT40 TDP1 no CPT: -3%
Compound: O=C(NN=Cc1ccc2c(c1)OCO2)NN=Cc1ccc2c(c1)OCO2
  DT40 TDP1 no CPT: ?
Compound: O=C(Nc1c(-c2ccccc2)[nH][nH]c1=O)c1cccs1
  DT40 TDP1 no CPT: 0%
Compound: CNC[C@@H]1OCc2ccccc2-c2c(n(C)c3ccccc23)C(=O)N([C@H](C)CO)C[C@H]1C
  DT40 TDP1 no CPT: ?
Compound: CN1OC[C@@H]2CN[C@H](c3cccc(Oc4ccccc4)c3)C[C@@H]21
  DT40 TDP1 no CPT: -1%
Compound: CN(C)C(=O)COC(=O)c1ccccc1OCC(=O)Nc1ccc(Br)cc1
  DT40 TDP1 no CPT: ?
Compound: C[C@@H]1[C@H](c2ccccc2)OCCS(=O)(=O)N1Cc1ccccc1Br
  DT40 TDP1 no CPT: ?

Compound: CCc1nc2ccc(C(=O)N(C)CCCN(C)C)cn2c1N(CC)CCOC
  DT40 TDP1 no CPT: 8%
Compound: Cc1ccc(S(=O)(=O)NC(=O)C2(C)CCN2C(=O)c2cccc(F)c2)cc1 (configuration not stated)
  DT40 TDP1 no CPT: 4%
Compound: CC(=O)Nc1n[nH]c(=S)s1
  DT40 TDP1 no CPT: -32%
Compound: CCOC(=O)[C@]12CCC=C1N(Cc1ccccc1)C(=O)[C@H](CC(=O)NCC1CCCCC1)C2
  DT40 TDP1 no CPT: ?
Compound: CC1(C(=O)NS(=O)(=O)C2CC2)CCCN(C(=O)c2ccccc2C(F)(F)F)C1 (configuration not stated)
  DT40 TDP1 no CPT: 5.8µM*
Compound: COc1ccc(-c2csc(C(C)(O)c3cccc(F)c3)n2)cn1 (configuration not stated)
  DT40 TDP1 no CPT: 23µM*
Compound: C[C@@H]1CCCCO[C@H](CN(C)C(=O)Nc2cccc3ccccc23)[C@@H](C)CN([C@H](C)CO)C(=O)c2cc(N(C)C)ccc2O1
  DT40 TDP1 no CPT: 9.2µM*
Compound: Cc1cc2c(c(-c3cnccn3)c1)OC(CNC(=O)c1cc(C(C)C)[nH]n1)C2 (configuration not stated)
  DT40 TDP1 no CPT: -23%
Compound: O=C1C(O)CCN1C1CCCCC1 (configuration not stated)
  DT40 TDP1 no CPT: -11%
Compound: Cc1[nH]cnc1CN1CCc2c(c3ccccc3n2C)C1=O
  DT40 TDP1 no CPT: ?

Compound: Cc1ccc(NCc2nnc(SCC(=O)N3CCCCC3)n2CC2CCCO2)c(C)c1 (configuration not stated)
  DT40 TDP1 no CPT: -20%
Compound: CCOc1ccc(S(=O)(=O)N(C(C)=O)c2ccc3oc(C)c(C(=O)OC)c3c2)cc1
  DT40 TDP1 no CPT: 0.58µM*
Compound: COCCNC(=O)C1(C)CCCN(C(=O)c2ccc3ccccc3c2)C1 (configuration not stated)
  DT40 TDP1 no CPT: -24%
Compound: OCc1ccccc1-c1cnc2sc(NCc3ccc(F)cc3)nn12
  DT40 TDP1 no CPT: ?
Compound: Nc1cc(N)cc(N)c1
  DT40 TDP1 no CPT: 4.5µM*
Compound: CC(=O)Nc1cc(F)c2c(c1F)Cc1cc(F)ccc1-2
  DT40 TDP1 no CPT: ?
Compound: Cc1n[nH]c(=O)n(N=Cc2cccs2)c1=O
  DT40 TDP1 no CPT: 0%
Compound: CC1(C)CCC[C@]2(C)C(CS(=O)c3ccccc3)=C(C=O)CC[C@@H]12 (some centres not stated)
  DT40 TDP1 no CPT: 21µM*
Compound: COc1ccc(NC(=O)C2(C)CCN2CCOc2ccc(C)cc2)cc1OC (configuration not stated)
  DT40 TDP1 no CPT: ?
Compound: CCC(=O)N1CCCC(C(=O)Nc2ccc3cn[nH]c3c2)CC1 (configuration not stated)
  DT40 TDP1 no CPT: -1%

Compound: O=C(OCC1(COC(=O)c2cccnc2)CCCC(COC(=O)c2cccnc2)(COC(=O)c2cccnc2)C1O)c1cccnc1
  DT40 TDP1 no CPT: 12%
Compound: CCOC(=O)Cc1csc(NC(=O)c2c(C)noc2C)n1
  DT40 TDP1 no CPT: 0%
Compound: Cn1cc(CN2CCC(C(=O)NC(c3ccc(-c4ccccc4)cc3)c3cnccn3)CC2)c2ccccc21 (configuration not stated)
  DT40 TDP1 no CPT: 16µM*
Compound: COC(=O)C[C@H]1C[C@H]2c3cc(NC(=O)C4CCOCC4)ccc3O[C@H]2[C@@H](CO)O1
  DT40 TDP1 no CPT: 2%
Compound: CCOC1=C2[C@H](c3ccc(C)cc3)N(S(=O)(=O)c3ccc(C)cc3)C[C@H]2n2c(=O)n(-c3ccccc3)c(=O)n2C1
  DT40 TDP1 no CPT: -10%
Compound: Cc1ccc(-c2cnc(C(O)c3cc(F)cc(Cl)c3)[nH]2)cc1 (configuration not stated)
  DT40 TDP1 no CPT: ?
Compound: O=C(N=Nc1c(O)[nH]c2ccccc12)Nc1ccccc1
  DT40 TDP1 no CPT: ?
Compound: COC(=O)c1ccc2nc(-c3cccc(Br)c3)c(Cc3ccccc3)n2c1
  DT40 TDP1 no CPT: 23µM*
Compound: O=CNc1cc(-c2cccc(F)c2)cn2c(-c3ccc(F)cc3)cnc12
  DT40 TDP1 no CPT: ?
Compound: O=C(NCCc1nc(-c2ccccc2Cl)no1)C1CCCCC1
  DT40 TDP1 no CPT: -15%

Structural class, those above containing a nitro group on carbon
Compound: O=C(OCc1ccccc1Cl)c1cc([N+](=O)[O-])ccc1N1CCOCC1
  DT40 TDP1 no CPT: -11%
Compound: CC1(C)N=C(N)NC(=NCCCOc2ccc([N+](=O)[O-])cc2)N1
  DT40 TDP1 no CPT: -7%
Compound: O=[N+]([O-])c1ccc(COc2ccccc2CN2CCOCC2)cc1
  DT40 TDP1 no CPT: ?

Remaining list, next part.
Compound: CC1(C)CC(=O)C2=C(C1)NC(=O)CC2
  DT40 TDP1 no CPT: 12%
Compound: CN(c1ccccc1)S(=O)(=O)c1ccc(NC(=O)c2ccccc2C(=O)O)cc1
  DT40 TDP1 no CPT: ?
Compound: COc1ccccc1CNC(=O)COC(=O)C1CCN(S(=O)(=O)c2c(Cl)cccc2Cl)CC1
  DT40 TDP1 no CPT: 6%
Compound: O=C1NC(=O)C(Cc2ccc(O)cc2)N1 (configuration not stated)
  DT40 TDP1 no CPT: 15%
Compound: CCN(CC)C(=O)C1=C(C)N(CCCN2CCCC2=O)C(=O)C(CC(=O)NCCCCc2ccccc2)C1 (configuration not stated)
  DT40 TDP1 no CPT: -12%

Compound activity (PubChem BioAssay)
